From PubChem BioAssay
mcGAS lum – blocks mouse cGAS activity | 160,000 tested, 0.15% active | recombinant cGAS, Kinase-Glo ATP depletion luminescence | inhibition, % at 12.5 µM | Q8C6L5;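 note: 0% = negative control wells and 100% = reference inhibitor with no enzyme activity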
hcGAS lum – inhibitors of human cGAS; Q8N884; recombinant h-cGAS, ATP depletion, Kinase-Glo luminescence; inhibition, % at 12.5 µM; 290,000 tested, 0.081% active; AID 1259398;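 note: 0% = vehicle reaction and 100% = reaction without DNA for no activity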
Target sequence (Q8N884 whole entry, looked up): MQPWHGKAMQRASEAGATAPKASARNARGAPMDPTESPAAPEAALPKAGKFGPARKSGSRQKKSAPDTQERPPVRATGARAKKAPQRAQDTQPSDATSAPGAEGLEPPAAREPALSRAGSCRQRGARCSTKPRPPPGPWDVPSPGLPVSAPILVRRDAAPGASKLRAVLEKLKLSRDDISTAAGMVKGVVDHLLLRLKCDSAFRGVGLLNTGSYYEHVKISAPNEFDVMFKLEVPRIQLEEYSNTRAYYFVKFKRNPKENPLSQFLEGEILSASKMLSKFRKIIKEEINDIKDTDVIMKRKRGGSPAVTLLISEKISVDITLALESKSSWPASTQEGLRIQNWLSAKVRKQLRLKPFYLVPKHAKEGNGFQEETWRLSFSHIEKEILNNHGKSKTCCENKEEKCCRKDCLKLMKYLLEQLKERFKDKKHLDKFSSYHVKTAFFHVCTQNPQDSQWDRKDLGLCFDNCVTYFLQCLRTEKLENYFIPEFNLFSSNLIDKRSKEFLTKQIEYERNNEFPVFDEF
NPYLR7 agonist – mosquito NPYLR7 agonism | HEK293T NPYLR7/Galpha15, GCaMP6s calcium fluorescence | activation, % at 10 µM | 270,000 tested, 0.15% active | AID 1259423; in the data active = activation above about 40%;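 note: 0% = vehicle and 100% = reference agonist at the receptor; some compounds past the cut are filed as inactive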
* hit, by the source's call; / = no result given; & = joins results of further samples. Cut-off read from the data, not from the text of the source, unless noted: active = inhibition above about 40%; inactive = the rest. The order is random. About 0.29% of those tested had a hit in this group.

The line under a structure holds: mcGAS lum, hcGAS lum, NPYLR7 agonist
COc1ccccc1CNc1nccn(-c2cccc(C)c2)c1=O
→ /, -13, 0
NS(=O)(=O)CCCC(=O)N1CCCC(CCc2c(F)cccc2F)C1 (stereo not given)
→ /, -3, -5
COc1cc(NC(=O)CCc2ccc3c(c2)OCO3)cc(OC)c1OC
→ -8, -3, 30
C=CCn1c(SCC(=O)NC(N)=O)nnc1-c1cc2c(s1)CCC(C(C)(C)C)C2 (stereo not given)
→ /, -7, 4
CC(C)n1nccc1NC(=O)CN1C(=O)NC(C)(C)C1=O
→ /, -7, 3
COc1ccc2c(c1)OC1(C)CC2C(S(=O)(=O)c2ccc(C)cc2)C(=O)N1 (stereo not given)
→ -4, -10, 6
C=CCn1cc(CN(C)Cc2nnc(-c3ccccc3)o2)c(C)n1
→ /, -10, 12
C=CCCC(=O)N1CCN(c2nccc(-c3ccc4c(c3)OCO4)n2)CC1
→ -6, -5, 2
CCOC(=O)C1CCN(C(=O)c2ccc(CSc3nc(C)cc(N4CCN(CC)CC4)n3)o2)CC1
→ -7, -10, 13
O=C(Cn1nc2c(c1NC(=O)c1ccc(F)cc1F)CSC2)NCc1ccc(F)cc1
→ -2, 0, -4
CNS(=O)(=O)c1ccc(C(=O)N2CCC(c3nc4ccccc4o3)CC2)cc1
→ /, -12, 6
CCCC(C)NC(=O)CSc1nnc(-c2ccc(Cl)cc2)o1 (stereo not given)
→ -3, -11, -5
COc1ccc(C(=O)CN2CCC(C(=O)NC(c3ccc(-c4ccccc4)cc3)c3cnccn3)CC2)cc1 (stereo not given)
→ -2, 0, 2
CCOc1cc(C=O)c(O)c(C=O)c1
→ /, 15, 827*
C#CCOCC(O)CN(Cc1ccc(F)cc1)Cc1c(-c2ccccc2)noc1N1CCOCC1 (stereo not given)
→ -3, -3, 9
CCOC(=O)c1ccc2c(c1)nc(SCc1ccc(C#N)cc1)n2Cc1ccccc1
→ -7, -7, -7
O=C(CN1C(=O)c2ccccc2C1=O)N1CCOCC1
→ -8, -5, -9
COCCn1cnc2cc(NC(=O)C3CCCCC3)cc(C(=O)N3CCOCC3)c21
→ /, -11, 6
COCCNC(=O)Cn1nc2c(c1NC(=O)C(C)(C)C)CSC2
→ -2, 9, -7
COc1ccccc1Oc1cc(C(C)C)nc(SCc2cccc(C(F)(F)F)c2)n1
→ -5, -3, 21

By substructure: those above with fluorine
The line under a structure holds: mcGAS lum, hcGAS lum, NPYLR7 agonist
NS(=O)(=O)CCCC(=O)N1CCCC(CCc2c(F)cccc2F)C1 (stereo not given)
→ /, -3, -5
O=C(Cn1nc2c(c1NC(=O)c1ccc(F)cc1F)CSC2)NCc1ccc(F)cc1
→ -2, 0, -4
C#CCOCC(O)CN(Cc1ccc(F)cc1)Cc1c(-c2ccccc2)noc1N1CCOCC1 (stereo not given)
→ -3, -3, 9
COc1ccccc1Oc1cc(C(C)C)nc(SCc2cccc(C(F)(F)F)c2)n1
→ -5, -3, 21

Continuation.
The line under a structure holds: mcGAS lum, hcGAS lum, NPYLR7 agonist
CC1(C)CC(=O)C=C(C(=O)O)O1
→ 0, 1, 0
Cc1cnc(C(=O)N(CCC(=O)NCCN2CCCC2)Cc2ccccc2)cn1
→ -3, 0, /
O=C(O)CN1C(=O)C2C3CCC(C3)C2C1=O (stereo not given)
→ 0, 5, 4
COc1ccc(CSc2nnc(-c3cc(-c4ccccc4)nc4ccccc34)n2CC2CCCO2)cc1 (stereo not given)
→ -5, -3, 0
O=C(Nc1ccc(-c2noc(-c3cccc(Cl)c3)n2)cc1)c1ccco1
→ /, -4, -3
Cc1nc(SCCC(=O)N2CCC(Cc3ccccc3)CC2)n(Cc2ccc(Cl)cc2)c1C
→ /, 4, -5
Cc1nn(S(=O)(=O)c2ccc(F)cc2)c(C)c1S(=O)(=O)N1CCCC(C)C1 (stereo not given)
→ /, -8, 3
COc1cccc2cc(-c3nc4ccccc4[nH]3)c(=Nc3ccc(C#N)cc3)oc12
→ -5, -5, -3
COc1ccccc1Nc1nc(-c2ccccc2)c2cc(Cl)ccc2n1
→ -6, -2, -3
CC(=O)Nc1ccc(C)c(NC(=O)NCC(c2ccsc2)N(C)C)c1 (stereo not given)
→ /, -6, 5
O=C(Cc1c[nH]c2ccccc12)N1CCCCC1C1OCCO1 (stereo not given)
→ /, -10, -25
CCN(Cc1nc2ccccc2c(=O)[nH]1)C(=O)C1CCCCC1
→ -5, -2, 7
Cc1ccccc1CSc1ncccc1C(=O)N1CCN(c2cccc(Cl)c2)CC1
→ /, -5, -8
Cc1ccc(NC(=O)C2(C)CCN2C(=O)C2CCCCC2)cc1C (stereo not given)
→ /, -10, 4
Cn1ccnc1-c1nccn1CCCn1ccnc1
→ -18, -6, 8
CC(C)(C)NC(=O)N(Cc1ccc(F)cc1)Cc1cccc(OS(=O)(=O)c2ccc(F)cc2)c1
→ -4, -4, 1
CCN1c2ccccc2NC2C(C(=O)Oc3ccc(O)cc3)=C(C)OC21 (stereo not given)
→ /, -9, -2
O=S(=O)(c1ccc(Br)cc1)N1CCN(c2c(-c3ccccc3)cnc3ncnn23)CC1
→ -8, -7, 27
COc1ccc(-c2nccn2C2Cc3ccccc3C2)c(OC)c1
→ /, -7, -1
CCOc1ncccc1C(=O)NCc1cc(-c2ccc3c(c2)CC(C)O3)on1 (stereo not given)
→ /, -4, -1

Next section
The line under a structure holds: mcGAS lum, hcGAS lum, NPYLR7 agonist
COc1cc(N2Cc3cnn(CCO)c3C2)ncn1
→ -12, -9, /
O=C1CCN(CC(O)Cc2ccccc2)c2ccccc2CN1C1CC1 (stereo not given)
→ -9, -5, 0
CCCC(=O)C1=C(c2ccc([N+](=O)[O-])cc2)N(C(=O)CCC)n2c(C)nnc2S1
→ /, -6, 1
O=C(Nc1c(Cl)cccc1Cl)N1CCSC1c1ccccc1OCc1ccccc1 (stereo not given)
→ -6, -10, 11
CC(C)NC(=O)C1(C)CCN1C(=O)c1ccccc1C(F)(F)F (stereo not given)
→ /, -6, -1
Cc1ccc(C2CSCCN2Cc2cc(=O)c(O)co2)o1 (stereo not given)
→ /, 3, 2
CCNC(=O)COc1cccc(NS(=O)(=O)c2cccc(Cl)c2C)c1
→ /, 0, 1
O=C(CCN1C(=O)COc2ccccc21)N1CCc2ccccc2C1
→ /, -8, 21
COc1cccc(-n2cnnc2SCC(=O)c2ccccc2)c1
→ /, -9, 19
CCOc1ccc2c(c1)C(C)=CC(C)(C)N2C(=O)CSc1n[nH]c(C(C)C)n1
→ /, -5, 11
CCCCCCN(C(=O)c1cccc(OC)c1)C(CC)c1nc2ccccc2c(=O)n1C (stereo not given)
→ -7, -7, 17
O=C(Nc1cccc(Cl)c1)c1cc2nc(-c3ccc(Br)cc3)cc(C(F)(F)F)n2n1
→ -4, -2, 8
N#CC1(Cc2ccccc2)c2ccccc2C=CN1C(=O)c1ccccc1 (stereo not given)
→ /, -7, 13
Cc1ccc(-n2c(SCc3ccc(C(=O)Nc4cccc(F)c4)cc3)nnc2-c2cccnc2)cc1
→ -4, -1, -8
Fc1ccccc1N1CCN(c2nc(C(F)(F)F)nc3ccccc23)CC1
→ /, -3, 8
COc1ccc(Cl)cc1-c1noc([C@@H]2O[C@H](CO)[C@H](O)[C@H](O)[C@H]2O)n1
→ -7, -5, 4
COCCNC(=O)CCNC(=O)N1CCCC(c2ccccc2)CC1 (stereo not given)
→ /, -9, 3
Cc1cc(=O)oc2cc(OC(C)C(=O)Nc3ccc(Cl)cc3Cl)ccc12 (stereo not given)
→ -4, -3, 28
CC(=O)Nn1cc2c(c1-c1ccccc1)c(=O)n(C)c(=O)n2C
→ /, 0, -10
CN(Cc1cccc(NC(=O)CC(F)(F)F)c1)Cc1cscn1
→ /, -8, -2

Further entries:
The line under a structure holds: mcGAS lum, hcGAS lum, NPYLR7 agonist
O=C(Nc1nc2c(s1)CCCC2)c1cccc(N2CCCC2=O)c1
→ /, -6, 14
CN(C)c1ccc(C2CC(=O)Nc3c2c(-c2cccnc2)nn3C)cc1 (stereo not given)
→ -12, -5, 3
CCc1cn[nH]c1C1CCCN(C(=O)c2ccccc2-c2ncn[nH]2)C1 (stereo not given)
→ /, -3, -1
Fc1ccc2c(c1)sc1nc(-c3ccccc3F)cn12
→ /, -1, 0
CCCn1c(=S)[nH]c2sc3c(c2c1=O)CCCC3
→ -4, -2, 11
COc1ccc(C(=O)N(Cc2csc(COc3cccc(C)c3C)n2)CC(C)C)cc1
→ -7, -5, -8
COC(=O)[C@H](NC(=O)[C@@]1(O)C[C@@H](O)[C@H](O)[C@@H](NC(=O)CC2(CC(=O)O)CCCC2)C1)C(C)C
→ -8, -9, -5
c1ccc2c(c1)CCC21CCN(Cc2cc3n(n2)CCNC3)CC1
→ /, -9, 14
Cc1ccc(C(=O)CSc2nnc(NC(=O)C(C)Cl)s2)c(C)c1 (stereo not given)
→ 3, 3, -7
N#Cc1cccc(C(=O)N2C[C@H](Oc3ccccn3)[C@H]3C[C@@H]2Cc2c3[nH]c3ccccc23)c1
→ 1, 2, -5
Clc1ccccc1-c1nnc2sc(-c3ccccn3)nn12
→ /, 2, 3
COC(=O)C1Cc2ccccc2CN1Cc1cccc(C(=O)N(C)C)c1 (stereo not given)
→ /, -11, 2
CCOC(=O)c1nn(-c2ccccc2)c(=O)cc1OCC(=O)NCc1ccc(C)cc1
→ /, -3, 10
CCN(CC)S(=O)(=O)c1ccc(S(=O)(=O)Nc2ccccc2C(=O)NC2CCCC2)cc1
→ -4, -4, 0
CCC(CC)C(=O)N(Cc1ccccc1)[C@@H]1C[C@@H]2CO[C@H](c3ccccc3)C[C@@H]2C1
→ -9, -1, 18
CC(C)(C)NC(=O)c1cccc(NC(=O)Cc2ccc(Br)cc2)c1
→ /, -3, 4
O=C1NC(=O)C2C3CC(C4N=NN(c5ccc(Br)cc5)C34)C12 (stereo not given)
→ -2, -1, 12
COc1ccc(OC)c(-c2ccc(SCC(=O)N3CCCCCC3)nn2)c1
→ /, -9, 7
Cc1ccc(C(F)(F)F)cc1NCC(=O)N(C)C
→ -16, -8&-8, 8&3
Cc1nnc(-c2cc3ccccc3n2CC(N)=O)o1
→ -7, -7, 8

Continuation:
The line under a structure holds: mcGAS lum, hcGAS lum, NPYLR7 agonist
CC(OC(=O)c1ccc2c(c1)OCCO2)C(=O)Nc1ccccc1F (stereo not given)
→ /, -8, 3
CC(C)C(NS(=O)(=O)C=Cc1ccccc1)C(=O)NCc1ccc2c(c1)OCO2 (stereo not given)
→ /, -10, 14
COC(=O)c1ccc(C(=O)NC2CCCN(Cc3cccc(OC)c3)C2)cc1 (stereo not given)
→ /, -14, 2
O=C(NCc1ccco1)c1cc2n(n1)CCN(Cc1ccccc1)C2=O
→ -6, -1, 19
CC(C)(C)c1cc(CNC(=O)c2cccc(OC3CCN(C(=O)C4CC4)CC3)c2)[nH]n1
→ /, -9, -5
O=C(C1=CCCCC1)N1CCC(n2cnc3ccccc32)CC1
→ -7, -6, -1
Cc1cc(C)c(NC(=O)CSc2nc(=O)n(Cc3ccco3)c3c2CCC3)c(C)c1
→ -9, -6, 17
COc1ccc(OCC(=O)N=Nc2c(O)[nH]c3c(C)cccc23)cc1
→ 0, -1, -8
CCN1CCN(CC(C)CN=C(N)NC2CC2)CC1 (stereo not given)
→ /, -1, -1
CC(=O)Nc1ccc(SCC(N)=O)nn1
→ /, -5, -2
O=c1c(Cl)c(N2CCN(c3ccccn3)CC2)cnn1-c1nc2ccccc2[nH]1
→ /, -10, -2
COCc1nc(NCC2(N3CCOCC3)CCCCC2)c2cnn(C)c2n1
→ 2, 4, 2
CN1CCCn2nc(C(=O)NC3CCN(Cc4cccc(O)c4)CC3)cc2C1
→ -17, -5, 25
Cn1ncnc1COc1ccc(S(=O)(=O)NC2CCCC2)cc1
→ /, -4, -1
Cn1ccnc1-c1ccc(-c2nccn2C)cc1
→ /, -1, 3
CCCCCc1ccc(C(=O)NC(C)c2nnc(SCc3cccc(OC)c3)n2-c2ccc(C)cc2)cc1 (stereo not given)
→ -4, -2, 16
CC(=O)N(C)c1ccc(NS(=O)(=O)c2ccc(C)cc2)c2c1C(=O)c1ccccc1C2=O
→ -5, -3, 6
C1=C(Cc2nc(-c3ccccc3)nn2-c2ccccn2)CCNC1
→ -18, -2, 5
O=C(NC1CCc2ccccc21)C1CCN(C(=O)c2cccs2)CC1 (stereo not given)
→ /, -8, -1
CC(c1n[nH]c(=S)n1-c1ccc(F)cc1)N(C)C (stereo not given)
→ /, 1, -6

Quoted from the listing:
Value of O=C(NC1CCc2ccccc21)C1CCN(C(=O)c2cccs2)CC1 (stereo not given) in hcGAS lum: -8
Value of Cc1ccc(NC(=O)C2(C)CCN2C(=O)C2CCCCC2)cc1C (stereo not given) in hcGAS lum: -10

Additional entries follow.
The line under a structure holds: mcGAS lum, hcGAS lum, NPYLR7 agonist
Cc1cccc(Cl)c1S(=O)(=O)Nc1ccccc1C(=O)NC1CCCCC1
→ -6, -6, 2
O=C(NCCNc1cc(-n2cccn2)ncn1)c1ccccc1Cl
→ -4, 0, -9
COc1cc(CN2CCN(CC3CC4C=CC3C4)CC2)cc(OC)c1O (stereo not given)
→ /, -7, 8
Cc1nn(CCC(=O)NC2CCCC2)c(C)c1S(=O)(=O)N1CCC(C)CC1
→ -6, -16, /
COC(=O)c1ccc(Cn2cnc3c2c(=O)n(Cc2ccccc2)c(=O)n3-c2ccccc2C)cc1
→ /, -22, 3
CCn1ccc(=O)nc1SCCC1CCCC1=O (stereo not given)
→ /, -4, 3
